Keap1-Nrf2 PPI: disrupts human Keap1 binding to Nrf2 peptide; Q14145; Keap1 Kelch-Nrf2 peptide fluorescence polarization, 1536-well; inhibition, % at 9.4 µM; hit rate 0.15% among 340,000; AID 504523; in the data active means inhibition above about 12%;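 further: human Keap1 Kelch domain with fluorescein labeled Nrf2 9mer peptide probe; 0% = neutral control wells and 100% = peptide positive control; higher means more block of Keap1 binding to Nrf2 peptide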
OPRM1-OPRD1 inv: inverse agonists of human mu-delta opioid receptor heterodimerization; P35372+P41143; hit rate 0.21% among 340,000; cell-based MOR-DOR heterodimer luminescence, inverse agonism; inhibition, % at 9.3 µM; in the data active means inhibition above about 22%, passing the limit was not always enough;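 further: 0% = cells with DMSO and 100% = wells without cells with DMSO; values of inactives mirror those of a sister screen read the other way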
Target sequence (P35372 whole entry, looked up): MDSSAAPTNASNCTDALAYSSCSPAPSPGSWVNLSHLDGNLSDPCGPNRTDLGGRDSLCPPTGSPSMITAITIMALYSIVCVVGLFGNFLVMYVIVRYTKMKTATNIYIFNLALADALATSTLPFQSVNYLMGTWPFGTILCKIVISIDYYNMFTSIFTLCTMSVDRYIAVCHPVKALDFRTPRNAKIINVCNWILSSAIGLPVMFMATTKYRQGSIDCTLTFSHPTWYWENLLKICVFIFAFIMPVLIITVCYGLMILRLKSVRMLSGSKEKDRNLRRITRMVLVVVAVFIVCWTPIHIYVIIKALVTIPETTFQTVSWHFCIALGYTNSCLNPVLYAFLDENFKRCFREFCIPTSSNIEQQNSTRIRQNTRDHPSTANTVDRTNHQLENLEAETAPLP
Target sequence (P41143 whole entry, looked up): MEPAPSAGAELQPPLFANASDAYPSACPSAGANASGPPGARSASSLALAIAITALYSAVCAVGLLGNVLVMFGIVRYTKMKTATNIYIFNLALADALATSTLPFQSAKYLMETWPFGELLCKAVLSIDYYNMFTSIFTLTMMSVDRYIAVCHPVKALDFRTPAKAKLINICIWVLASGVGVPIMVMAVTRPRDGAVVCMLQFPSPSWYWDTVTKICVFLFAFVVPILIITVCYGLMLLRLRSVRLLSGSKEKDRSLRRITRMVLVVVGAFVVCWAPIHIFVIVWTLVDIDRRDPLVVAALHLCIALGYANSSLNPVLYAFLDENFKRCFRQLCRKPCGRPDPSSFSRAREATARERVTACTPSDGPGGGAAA
Arr AP2 block: human beta-arrestin and AP2 interaction inhibition; FITC-arrestin peptide / GST-AP2 beads, flow cytometry; AP2 beta2 appendage carries R879A mutation; inhibition, % at 10 µM; hit rate 0.31% among 340,000; AID 504490;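 active means inhibition above a set limit, near 3 SD of compounds lacking own fluorescence, cut at about 54% in these data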;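 further: plate controls were DMSO wells for no effect and 5 µM unlabelled arrestin peptide for full effect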
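test system = AP2 appendage R879A on GSH beads | buffer or medium = PBS plus Tween 20 (0.05%) and BSA (0.1%) | incubation = 12 min plus 1 h, RT | detection = bead flow cytometry, FITC channel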
MOR-DOR ag: agonists of human mu-delta opioid receptor heterodimerization | cells, OPRM1-OPRD1 heterodimerization, luminescence | AID 504326 | P35372+P41143 | activation, % at 9.3 µM | hit rate 0.3% among 340,000; in the data active means activation above about 18%;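 further: 0% = vehicle-treated cells and 100% = reference agonist; values of inactives mirror those of a sister screen read the other way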
RTF Ca sens inh: cardiac RTF calcium desensitization; AID 493244; IANBD-labeled cardiac RTF, Ca2+ fluorescence; P19429+P45379; inhibition, % at 7.15 µM; hit rate 0.12% among 340,000;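 active means inhibition above the mean inhibition of all tested compounds plus 3 SD, cut at about 17% in these data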;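 further: assay run at fixed EC70 calcium of 1.6 mM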
LANA DNA inh: blocks KSHV LANA C-terminal domain binding to DNA | MBP-C-LANA/FAM-LBS DNA binding, fluorescence polarization | inhibition, % at 9 µM | hit rate 0.078% among 340,000;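 active means highest replicate inhibition at or above 60% at 9 µM, even if other replicates fall short; inactive means all replicates below 60% inhibition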;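 further: 0% = neutral control wells and 100% = 4 µM acridine orange control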
V-ATPase pHluor: alters yeast V-ATPase proton transport. S. cerevisiae, pHLuorin cytosolic pH fluorescence. response, % at 10 µM. hit rate 0.37% among 350,000. AID 504577; in the data active means response mostly above about 7.3%, no sharp cut-off; inactive means mostly below about 5.4%; further: actives read high; inactives centre near 0; some compounds called inactive have numbers as strong as hits; reference of the scale not given here
DSG3 Ab inh: blocks pemphigus antibody binding to human desmoglein-3; P32926; DSG3-coupled beads, scFv-anti-DSG3-GFP binding, flow cytometry; stronger effect = lower value; binding (percent of control), % at 10 µM; hit rate 0.48% among 310,000; AID 588358;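 active means binding more than 3 SD below its plate's average and above zero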; further: some compounds called inactive have numbers as strong as hits
Wnt bcat act: activates Wnt/beta-catenin signaling in a reporter cell assay; activation, % at 9.35 µM; activator, plate reader; hit rate 1.2% among 300,000; AID 743398; in the data active means activation above about 30%, passing the limit was not always enough;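 further: 0% = neutral control wells and 100% = positive control wells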
RTF Ca sens act: increases calcium sensitivity of human cardiac regulated thin filaments; P19429+P45379; IANBD-labeled TnC RTF fluorescence at EC20 calcium; 0% EC20 calcium, 100% full calcium; activation, % at 7.2 µM; hit rate 0.24% among 340,000;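 active means activation above the mean over all tested compounds plus 3 SD, cut at about 30% in these data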;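 further: rise in fluorescence read as greater calcium sensitivity of cardiac thin filaments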
* marks the source's active call; other numbers are inactive results.

What do the screens show for `CC[C@@H](NC(=O)Cn1cc(C)c(=O)[nH]c1=O)c1ccccc1`?
Keap1-Nrf2 PPI: -3; OPRM1-OPRD1 inv: 3; Arr AP2 block: 6; MOR-DOR ag: -0.7; RTF Ca sens inh: -12; LANA DNA inh: 0.2; V-ATPase pHluor: 4; DSG3 Ab inh: 102; Wnt bcat act: -1; RTF Ca sens act: 5

Results for C#CCn1cc(Cl)cc(C(=O)Nc2ccccc2)c1=O ?
Keap1-Nrf2 PPI: -3; OPRM1-OPRD1 inv: 14; Arr AP2 block: -8; MOR-DOR ag: -2.3; RTF Ca sens inh: -4; LANA DNA inh: -0.6; V-ATPase pHluor: 2; DSG3 Ab inh: 94; Wnt bcat act: 4; RTF Ca sens act: -2

How did CC(NC(=O)CSc1nnc(-c2cccc(S(=O)(=O)N3CCCCC3)c2)o1)C12CC3CC(CC(C3)C1)C2 (centres undefined) do in these assays?
Keap1-Nrf2 PPI: 4; OPRM1-OPRD1 inv: 6; Arr AP2 block: -7; MOR-DOR ag: -1.0; RTF Ca sens inh: -4; LANA DNA inh: -1.5; V-ATPase pHluor: -39; DSG3 Ab inh: 102; RTF Ca sens act: -3

How did COCCN(CCOC)CC(O)COC(c1ccccc1)c1ccccc1 (centres undefined) do in these assays?
Keap1-Nrf2 PPI: -1; OPRM1-OPRD1 inv: 16; Arr AP2 block: 5; MOR-DOR ag: -3.2; RTF Ca sens inh: -3; LANA DNA inh: 1.3; V-ATPase pHluor: -2; DSG3 Ab inh: 97; RTF Ca sens act: -1

Results for O=C(COc1cccnc1[N+](=O)[O-])NC1CCS(=O)(=O)C1 (centres undefined) ?
Keap1-Nrf2 PPI: -3; OPRM1-OPRD1 inv: -8; MOR-DOR ag: 1.5; RTF Ca sens inh: -4; LANA DNA inh: -0.5; V-ATPase pHluor: 5; RTF Ca sens act: 2

How did O=C(NNC(=O)C1CCCCC1)c1ccncc1 do in these assays?
Keap1-Nrf2 PPI: -3; OPRM1-OPRD1 inv: 5; Arr AP2 block: -10; MOR-DOR ag: -1.0; RTF Ca sens inh: 7; LANA DNA inh: -1.6; V-ATPase pHluor: -1; DSG3 Ab inh: 110; Wnt bcat act: -1; RTF Ca sens act: -7

How did CC(=O)Nc1ccc(CC#N)cc1 do in these assays?
Keap1-Nrf2 PPI: -3; OPRM1-OPRD1 inv: 11; Arr AP2 block: 2; MOR-DOR ag: -2.2; RTF Ca sens inh: -5; LANA DNA inh: -0.1; V-ATPase pHluor: 6; DSG3 Ab inh: 105; Wnt bcat act: -1; RTF Ca sens act: 10

What do the screens show for `O=C(Cn1cccc1C(=O)c1ccccc1)NCc1ccc(Cl)cc1`?
Keap1-Nrf2 PPI: -3; OPRM1-OPRD1 inv: 1; Arr AP2 block: 9; MOR-DOR ag: -0.2; RTF Ca sens inh: 0; LANA DNA inh: 0.7; V-ATPase pHluor: 0; DSG3 Ab inh: 102; Wnt bcat act: -4; RTF Ca sens act: -1

Results for CCOc1cc(/C=N\NC(=O)c2ccc(C)nc2)ccc1OC(=O)c1ccc(F)cc1 ?
Keap1-Nrf2 PPI: -5; OPRM1-OPRD1 inv: -16; Arr AP2 block: 3; MOR-DOR ag: 2.0; RTF Ca sens inh: -4; LANA DNA inh: -0.3; V-ATPase pHluor: -2; DSG3 Ab inh: 66*; Wnt bcat act: -2; RTF Ca sens act: -1

What do the screens show for `CC(=O)SC1CC(=O)N(c2ccc(C(C)(C)C)cc2)C1=O` (centres undefined)?
Keap1-Nrf2 PPI: -2; OPRM1-OPRD1 inv: 16; Arr AP2 block: -14; MOR-DOR ag: -3.2; RTF Ca sens inh: -7; LANA DNA inh: 1.1; V-ATPase pHluor: 3; DSG3 Ab inh: 107; Wnt bcat act: -1; RTF Ca sens act: 7

Results for Cc1cc(-c2ccc(C)c(S(=O)(=O)Nc3ccc(S(N)(=O)=O)cc3)c2)on1 ?
Keap1-Nrf2 PPI: -2; OPRM1-OPRD1 inv: 5; Arr AP2 block: 6; MOR-DOR ag: -0.9; RTF Ca sens inh: -3; LANA DNA inh: 0.1; V-ATPase pHluor: 2; DSG3 Ab inh: 103; Wnt bcat act: 1; RTF Ca sens act: 8

Results for CCOc1cc(/C=N/NC(=O)C2CC2)ccc1OC(C)C ?
Keap1-Nrf2 PPI: 1; OPRM1-OPRD1 inv: 13; Arr AP2 block: -8; MOR-DOR ag: -2.3; RTF Ca sens inh: -2; LANA DNA inh: 0.9; V-ATPase pHluor: -1; DSG3 Ab inh: 120; Wnt bcat act: 2; RTF Ca sens act: -2

How did Cn1c(CCNC(=O)c2ccc(Cl)cc2)n[nH]c1=S do in these assays?
Keap1-Nrf2 PPI: -3; OPRM1-OPRD1 inv: 22; Arr AP2 block: 2; MOR-DOR ag: -4.4; RTF Ca sens inh: -3; LANA DNA inh: 0.9; V-ATPase pHluor: -4; DSG3 Ab inh: 97; Wnt bcat act: 1; RTF Ca sens act: 1

How did Cc1cccc(NC(=O)c2ccc([N+](=O)[O-])s2)c1C do in these assays?
Keap1-Nrf2 PPI: -2; OPRM1-OPRD1 inv: -37; Arr AP2 block: -6; MOR-DOR ag: 5.2; RTF Ca sens inh: -15; LANA DNA inh: 0.2; V-ATPase pHluor: 0; DSG3 Ab inh: 105; Wnt bcat act: 3; RTF Ca sens act: 6

What do the screens show for `CCOc1cc(/C=C2\SC(=Nc3ccc(CC)cc3)NC2=O)ccc1OCC(=O)O`?
Keap1-Nrf2 PPI: -2; OPRM1-OPRD1 inv: 12; Arr AP2 block: 3; MOR-DOR ag: -2.1; RTF Ca sens inh: -2; LANA DNA inh: 2.7; V-ATPase pHluor: 5; DSG3 Ab inh: 95; Wnt bcat act: 0; RTF Ca sens act: -6

What do the screens show for `O=C(c1ccccc1)c1sc(N2CCCCCC2)nc1-c1ccccc1`?
Keap1-Nrf2 PPI: -7; OPRM1-OPRD1 inv: 10; Arr AP2 block: 12; MOR-DOR ag: -2.0; RTF Ca sens inh: -10; LANA DNA inh: -4.4; V-ATPase pHluor: -4; DSG3 Ab inh: 104; RTF Ca sens act: 0

How did COc1ccccc1OCC(=O)n1cc(C(=O)c2cc(Cl)cc(Cl)c2O)cn1 do in these assays?
Keap1-Nrf2 PPI: 0; OPRM1-OPRD1 inv: 8; Arr AP2 block: 15; MOR-DOR ag: -1.6; RTF Ca sens inh: -9; LANA DNA inh: 1.6; V-ATPase pHluor: 1; DSG3 Ab inh: 108; Wnt bcat act: -1; RTF Ca sens act: 2

Results for S=c1[nH]c2ccc(Cl)cc2s1 ?
Keap1-Nrf2 PPI: 3; OPRM1-OPRD1 inv: 8; Arr AP2 block: 42; MOR-DOR ag: -1.6; RTF Ca sens inh: -1; LANA DNA inh: 0.9; V-ATPase pHluor: -4; DSG3 Ab inh: 94; Wnt bcat act: 0; RTF Ca sens act: -2

What do the screens show for `Cc1cc(C)nc(SC2CCCCC2NS(=O)(=O)c2ccccc2)n1` (centres undefined)?
Keap1-Nrf2 PPI: -8; OPRM1-OPRD1 inv: -1; Arr AP2 block: 4; MOR-DOR ag: 0.2; RTF Ca sens inh: -19; LANA DNA inh: 2.3; V-ATPase pHluor: 1; DSG3 Ab inh: 108; Wnt bcat act: 0; RTF Ca sens act: 7

Results for CCC(=O)Oc1ccc(C2NC(=O)c3ccccc3O2)cc1OC (centres undefined) ?
Keap1-Nrf2 PPI: 5; OPRM1-OPRD1 inv: 10; Arr AP2 block: 33; MOR-DOR ag: -1.9; RTF Ca sens inh: 6; LANA DNA inh: -2.2; V-ATPase pHluor: -4; DSG3 Ab inh: 110; Wnt bcat act: 2; RTF Ca sens act: -7

What do the screens show for `COCCCn1c(=O)c2sccc2n(Cc2cccc(C)c2)c1=O`?
Keap1-Nrf2 PPI: 0; OPRM1-OPRD1 inv: 6; Arr AP2 block: 9; MOR-DOR ag: -1.1; RTF Ca sens inh: 1; LANA DNA inh: -0.4; V-ATPase pHluor: 7; DSG3 Ab inh: 110; Wnt bcat act: 0; RTF Ca sens act: -2

What do the screens show for `CCC/C(C#Cc1ccc(N(C)C)cc1)=C1/c2ccccc2C(=O)N1c1ccccc1`?
Keap1-Nrf2 PPI: -5; OPRM1-OPRD1 inv: 3; Arr AP2 block: -5; MOR-DOR ag: -0.5; RTF Ca sens inh: -60; LANA DNA inh: 5.0; V-ATPase pHluor: 0; DSG3 Ab inh: 173; Wnt bcat act: 7; RTF Ca sens act: 114*

What do the screens show for `CC(NC(=O)CCc1nnc(C2(c3ccc(Cl)cc3)CCC2)o1)C1CC1` (centres undefined)?
Keap1-Nrf2 PPI: 0; OPRM1-OPRD1 inv: -17; Arr AP2 block: -3; MOR-DOR ag: 2.4; RTF Ca sens inh: -4; LANA DNA inh: -0.1; V-ATPase pHluor: 0; DSG3 Ab inh: 96; Wnt bcat act: 1; RTF Ca sens act: -4

What do the screens show for `Cc1cccc2c(CC(=O)Nc3ccccc3)noc12`?
Keap1-Nrf2 PPI: -1; OPRM1-OPRD1 inv: 6; Arr AP2 block: -7; MOR-DOR ag: -1.2; RTF Ca sens inh: 7; LANA DNA inh: 2.5; V-ATPase pHluor: 3; DSG3 Ab inh: 112; Wnt bcat act: 0; RTF Ca sens act: -5

Results for C/C(=N\NC(=O)C(=O)Nc1ccc(C)cc1)c1ccncc1 ?
Keap1-Nrf2 PPI: -2; OPRM1-OPRD1 inv: 16; Arr AP2 block: 22; MOR-DOR ag: -3.0; RTF Ca sens inh: -7; LANA DNA inh: -0.2; V-ATPase pHluor: -6; DSG3 Ab inh: 129; Wnt bcat act: -2; RTF Ca sens act: 2

Results for CN(C)c1ccc(CNC(=O)CN2C(=O)COc3ccc(S(=O)(=O)N4CCCC4)cc32)cc1 ?
Keap1-Nrf2 PPI: 1; OPRM1-OPRD1 inv: 12; Arr AP2 block: -12; MOR-DOR ag: -2.3; RTF Ca sens inh: 0; LANA DNA inh: -1.4; V-ATPase pHluor: 1; DSG3 Ab inh: 105; Wnt bcat act: 1; RTF Ca sens act: -5

What do the screens show for `O=C(NCC1OCCCN1S(=O)(=O)c1ccc(F)cc1)C(=O)NC1CCCC1` (centres undefined)?
Keap1-Nrf2 PPI: 1; OPRM1-OPRD1 inv: 15; Arr AP2 block: 29; MOR-DOR ag: -2.6; RTF Ca sens inh: -5; LANA DNA inh: -0.9; V-ATPase pHluor: -4; DSG3 Ab inh: 98; Wnt bcat act: -1; RTF Ca sens act: 2

What do the screens show for `CCOC(=O)NC(C(Cl)(Cl)Cl)S(=O)(=O)c1ccccc1` (centres undefined)?
Keap1-Nrf2 PPI: -2; OPRM1-OPRD1 inv: 5; Arr AP2 block: -15; MOR-DOR ag: -1.0; RTF Ca sens inh: 2; LANA DNA inh: 0.3; V-ATPase pHluor: 3; Wnt bcat act: 11; RTF Ca sens act: 2

Results for O=[N+]([O-])c1ccc(Cl)c(C2Nc3cccc4cccc(c34)N2)c1 ?
Keap1-Nrf2 PPI: -3; OPRM1-OPRD1 inv: -22; Arr AP2 block: 41; MOR-DOR ag: 4.3; RTF Ca sens inh: -7; LANA DNA inh: 0.6; V-ATPase pHluor: 2; Wnt bcat act: -3; RTF Ca sens act: 1
